APP 5UTR inh = APP translation inhibition | inhibition, % at 2 µM | SH-SY5Y APP 5'UTR-luciferase reporter, luminescence | hit rate 0.82% among 190,000;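 active = inhibition above a set limit, derived from the sample mean plus 3 SD, cut at about 45% in these data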; also: values of inactives mirror those of a sister screen read the other way
FLuc inh counter = Photinus pyralis luciferase inhibition counter-screen; ATPLite firefly luciferase biochemical luminescence, 10 min; inhibition, % at 10 µM; hit rate 1.5% among 200,000;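 active = inhibition above about 50% when tested at 10 µM, limit read from the data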
Diaphorase inh = counter-screen for diaphorase-based assays: diaphorase inhibitors and chemical oxidizers; diaphorase resazurin-to-resorufin fluorescence, NADH, 16 min; bacterial (C. kluyveri) enzyme, not human; AID 1217; inhibition, % at 20 µM; hit rate 0.69% among 190,000;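 active = primary screen inhibition at 20 µM above a set limit, cut at about 50% in these data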;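 also: plate controls were DMSO with full reaction for no effect and wells lacking NADH for full effect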
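Assay system: diaphorase enzyme from Clostridium kluyveri; Input: enzyme working solution with 0.14 U/mL diaphorase; Timing: 16 min at room temperature; Technique: resorufin fluorescence, excitation 544 nm, emission 590 nm; Benchmarks: positive control minus NADH, DMSO neutral control.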
FLuc stim CS = affects firefly luciferase, flagging false hits in luciferase stimulation screens; 200,000 tested, under 10 active; ATPlite luciferase biochemical, luminescence, 10 min; 0 = ATP-free wells, 1 = DMSO control; activation factor at 10 µM;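 active = luciferase activation factor, scaled between plate controls, of at least 2 with compound at 10 µM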
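System: Luciferase/luciferin detection reagent, cell-free biochemical luciferase assay | Medium: PBS buffer for ATP | Dosing: Test compounds dosed from 2 mM stocks in 100% DMSO | Timing: 10 min at ambient temperature | Signal: Luminescence measurement of luciferase light output | Evaluation: Luciferase activation, seen as luminescence increase over controls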
STAT1 act = activators of IFN-gamma induced STAT1 signaling. NIH 3T3 STAT1-luciferase reporter, luminescence; 100% = IFN-gamma alone, no compound. activation (% of control), % at 5.5 µM. hit rate 2.6% among 200,000. AID 932;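 active = activation above the screen-wide mean activation plus 3 SD, cut at about 130% in these data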;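 also: raw ratio to IFN-gamma control signal so 100% means no change and 0% no light; values of inactives mirror those of a sister screen read the other way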
TLR4 MyD88 comp = blocks binding of human TLR4 to MyD88; O00206+Q99836; HeLa CL3-4 TLR4/MyD88 BLA complementation, FRET ratio; inhibition, % at 8.4 µM; hit rate 0.18% among 200,000; AID 861; in the data active = inhibition above about 25%;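 also: 0% = vehicle and 100% = reference inhibitor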
Target sequence (O00206 whole entry, looked up): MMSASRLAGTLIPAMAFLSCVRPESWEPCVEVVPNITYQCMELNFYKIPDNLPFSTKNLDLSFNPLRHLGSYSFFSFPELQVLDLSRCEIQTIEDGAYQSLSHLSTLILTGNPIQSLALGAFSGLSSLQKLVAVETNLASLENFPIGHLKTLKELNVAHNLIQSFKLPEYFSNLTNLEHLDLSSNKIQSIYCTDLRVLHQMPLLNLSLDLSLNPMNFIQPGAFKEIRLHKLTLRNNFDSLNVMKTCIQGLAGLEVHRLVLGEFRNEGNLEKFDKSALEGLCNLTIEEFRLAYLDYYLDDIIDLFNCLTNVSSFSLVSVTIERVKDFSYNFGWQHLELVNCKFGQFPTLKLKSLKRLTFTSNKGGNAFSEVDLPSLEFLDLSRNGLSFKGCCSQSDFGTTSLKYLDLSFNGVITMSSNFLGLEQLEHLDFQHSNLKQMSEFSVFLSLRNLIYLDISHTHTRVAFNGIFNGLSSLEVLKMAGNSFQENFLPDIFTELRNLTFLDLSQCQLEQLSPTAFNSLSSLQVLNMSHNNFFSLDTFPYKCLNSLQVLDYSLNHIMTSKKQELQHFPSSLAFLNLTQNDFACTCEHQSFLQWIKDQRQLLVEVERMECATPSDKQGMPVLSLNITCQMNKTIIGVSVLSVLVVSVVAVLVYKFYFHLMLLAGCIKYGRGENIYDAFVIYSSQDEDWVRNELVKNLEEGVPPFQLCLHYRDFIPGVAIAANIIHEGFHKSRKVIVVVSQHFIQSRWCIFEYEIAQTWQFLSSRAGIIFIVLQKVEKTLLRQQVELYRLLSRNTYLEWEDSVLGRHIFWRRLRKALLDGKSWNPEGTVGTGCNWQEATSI
Target sequence (Q99836 whole entry, looked up): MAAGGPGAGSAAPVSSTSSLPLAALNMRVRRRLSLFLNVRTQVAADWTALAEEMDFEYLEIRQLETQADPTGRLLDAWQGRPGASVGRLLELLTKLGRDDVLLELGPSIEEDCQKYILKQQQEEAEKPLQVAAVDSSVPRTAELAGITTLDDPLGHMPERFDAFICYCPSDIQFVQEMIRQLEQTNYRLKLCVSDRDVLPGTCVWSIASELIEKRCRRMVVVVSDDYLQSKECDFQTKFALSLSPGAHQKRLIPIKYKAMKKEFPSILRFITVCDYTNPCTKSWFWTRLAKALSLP
Diaph act CS = diaphorase activation or chemical reduction counter-screen; Diaphorase/resazurin coupled assay, resorufin fluorescence, 16 min; stronger effect = higher value; 1 = vehicle wells, 0 = NADH-free wells; activation factor at 20 µM; hit rate 0.005% among 190,000; AID 1229;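 active = diaphorase activity raised at least twofold by the compound at 20 µM; inactive = activation factor below 2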
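Material: Purified diaphorase enzyme from Clostridium kluyveri | Buffer or medium: 50 mM HEPES pH 7.4 with 4.542 mM MgCl2, 0.005% Tween 20 | Times: 16 min enzyme reaction, ambient temperature | Signal: Red resorufin fluorescence at 544/590 nm excitation/emission | Measure: Increased resorufin signal from activators or reducing compounds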
APP 5'UTR act = APP 5'UTR luciferase reporter activation; SH-SY5Y APP 5'UTR luciferase reporter, luminescence; zero percent = DMSO vehicle wells; activation, % at 2 µM; hit rate 1% among 190,000; AID 1276;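 active = activation above a set limit, based on mean plus 3 SD of controls, cut at about 140% in these data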; also: values of inactives mirror those of a sister screen read the other way
G6PDH counter = inhibits Leuconostoc G6PDH, flagging false hits in G6PDH-based assays. Purified L. mesenteroides G6PDH, diaphorase/resazurin coupled fluorescence, 45 min. inhibition, % at 5 µM. hit rate 0.12% among 200,000; in the data active = inhibition above about 50%
NF-kB expr up = NF-kB expression increase, human neuronal cells; fold change at 12.5 µM; hit rate 1.6% among 190,000; NF-kB reporter expression; stronger effect = higher value; in the data active = fold change above about 3.3
Numbers without * were called inactive; . = no result given. Rows are unselected. About 5.6% of those tested had a hit in this group.

SMILES	APP 5UTR inh	FLuc inh counter	Diaphorase inh	FLuc stim CS	STAT1 act	TLR4 MyD88 comp	Diaph act CS	APP 5'UTR act	G6PDH counter	NF-kB expr up
Cc1nc(NC(=O)c2ccc(F)cc2)nc2cc3c(cc12)OCO3	-9	4	11	1	110	-4	0.9	9	-6	0.77
Cc1ccc(SCC(=O)Nc2cccc(C(=O)NC(C)(C)C)c2)cc1	-2	36	6	0.6	101	-9	0.9	2	0	0.96
Nc1ccccc1C(=O)N/N=C1\C2CN3CCN(C2)CC1(c1ccccc1)C3	-51	0	17	1	130*	-2	0.8	51	-2	1.8
C=C(C)CNC(=S)N/N=C1\CCCCc2ccccc21	5	-2	30	1	105	2	0.7	-5	22	0.86
CCOc1ccc2sc(NS(=O)(=O)c3ccc(OC)c(OC)c3)nc2c1	7	-6	24	1.1	100	-1	0.8	-7	-10	1
S=C(Nc1ccc(Cl)cc1)Nc1ccc2cn[nH]c2c1	5	-6	20	1.1	100	-6	0.8	-5	15	1.2
COc1cccc(NC(=O)C(=O)NCc2ccncc2)c1	-26	9	4	0.9	129*	6	1	26	10	1.2
S=C1NC(c2ccccc2)=NCN1c1ccccc1	-59	-4	9	1	107	3	0.9	59	28	1.8
O=C1CN(C(=O)COC(=O)C2CCN(S(=O)(=O)c3ccccc3C(F)(F)F)CC2)c2ccccc2N1	3	-5	4	1	103	5	1	-3	0	1.1
CC1Cc2ccccc2N1C(=O)c1cccnc1 (centres undefined)	-3	4	6	1	96	5	0.9	3	28	0.86
COc1ccc(C2(CNC(=O)Cc3ccc(OC)c(OC)c3)CCCC2)cc1	19	-7	6	1.1	95	-3	0.9	-19	10	.
O=C(Cn1cccc1)Nc1ccc(F)cc1F	-24	-3	7	1	105	-17	0.9	24	6	1.7
CCCS(=O)(=O)n1nc(-c2ccc(OC)cc2)cc1N	-13	-1	22	1	110	5	0.8	13	2	1.4
O=C(N/C=C/n1cnc2cc(C(F)(F)F)ccc21)c1ccccc1F	-7	-7	8	1.1	99	-5	0.9	7	3	1.3
Cc1cc(/C=C2/NC(=O)N(Cc3ccccc3F)C2=O)c(C)n1C	6	-3	20	1	104	-5	0.8	-6	-6	1.5
CCN(CC)S(=O)(=O)c1ccc(N(C)Cc2cccnc2)nc1	0	-5	9	1	103	-1	0.9	0	11	0.97
COc1ccccc1N1CCN(C(=O)c2cc3sccc3n2C)CC1	3	-3	3	1	102	-14	1	-3	9	0.98
CCOc1ccc(NC(=O)c2nn(C)cc2Br)cc1	-62	70*	13	0.3	121	12	0.9	62	-3	2.2
Cc1cc(=O)[nH]c(SCC2COC3(CCCCC3)O2)n1 (centres undefined)	-6	2	-7	1	87	-4	1.1	6	0	1.1
Cc1ccc(NCN2C(=O)c3ccccc3C2=O)c(C)c1	-8	-4	7	1	104	5	0.9	8	10	1.1
COc1ccccc1C(=O)N1CCc2ccccc21	-8	-3	12	1	102	4	0.9	8	6	0.9
N#CC1=C(N)NC(SCc2ccccc2)=C(C#N)C12CCCC2	-11	-11	24	1.1	91	-13	0.8	11	0	1.7
COc1ccc(C=O)cc1OS(=O)(=O)c1ccccc1[N+](=O)[O-]	-22	-5	16	1	93	2	0.8	22	7	1.2
COc1cc(-c2nnc(SCc3cc(=O)oc4cc(C)ccc34)o2)cc(OC)c1OC	-11	0	34	1	103	7	0.7	11	12	0.92
COc1ccc(C2C(C(=O)N3CCOCC3)CCC(=O)N2c2ccc(OC)cc2)cc1 (centres undefined)	6	3	-6	1	97	2	1.1	-6	3	0.92

Just FLuc stim CS, Diaph act CS and FLuc inh counter (five entries from above):
mol,FLuc stim CS,Diaph act CS,FLuc inh counter
S=C1NC(c2ccccc2)=NCN1c1ccccc1,1,0.9,-4
CCOc1ccc2sc(NS(=O)(=O)c3ccc(OC)c(OC)c3)nc2c1,1.1,0.8,-6
COc1ccccc1N1CCN(C(=O)c2cc3sccc3n2C)CC1,1,1,-3
O=C(Cn1cccc1)Nc1ccc(F)cc1F,1,0.9,-3
S=C(Nc1ccc(Cl)cc1)Nc1ccc2cn[nH]c2c1,1.1,0.8,-6

Returning to the listing, starting three compounds before the break.
SMILES	APP 5UTR inh	FLuc inh counter	Diaphorase inh	FLuc stim CS	STAT1 act	TLR4 MyD88 comp	Diaph act CS	APP 5'UTR act	G6PDH counter	NF-kB expr up
COc1ccc(C=O)cc1OS(=O)(=O)c1ccccc1[N+](=O)[O-]	-22	-5	16	1	93	2	0.8	22	7	1.2
COc1cc(-c2nnc(SCc3cc(=O)oc4cc(C)ccc34)o2)cc(OC)c1OC	-11	0	34	1	103	7	0.7	11	12	0.92
COc1ccc(C2C(C(=O)N3CCOCC3)CCC(=O)N2c2ccc(OC)cc2)cc1 (centres undefined)	6	3	-6	1	97	2	1.1	-6	3	0.92
Cc1cccc(CSCc2ccc(C(=O)NCC3CCCO3)o2)c1 (centres undefined)	2	-4	18	1	100	9	0.8	-2	1	1.3
CCCCCCCCC(=O)N/N=C/c1cccc(Br)c1	-2	2	12	1	99	-5	0.9	2	12	0.85
CC1CCCCN1CC(=O)c1c(N)n(Cc2ccccc2)c(=O)n(C)c1=O (centres undefined)	21	-10	12	1.1	93	-15	0.9	-21	7	1.2
O=C(CSc1nc2c(sc3ccccc32)c(=O)n1Cc1ccccc1)NCC1CCCO1 (centres undefined)	10	-6	11	1.1	100	2	0.9	-10	-3	1.2
COc1ccc(-c2nc(C#N)c(N3CCCCCC3)o2)cc1	-4	3	20	1	94	-11	0.8	5	16	1
CCN(CC)c1nc(C)c(C(C)=O)cc1C#N	.	-5	-11	1.1	106	-9	1.1	.	1	0.88
COc1ccc(NC(=S)Nc2cc(S(=O)(=O)N3CCCCC3)ccc2OC)cc1	0	-5	17	1	96	-4	0.8	0	17	1.2
CC(C)N(C(=O)COC(=O)c1cccc(C(=O)OCC(=O)N(C(C)C)C(C)C)n1)C(C)C	-6	-5	-2	1.1	101	-5	1	6	6	0.95
O=C1C(=Cc2cccn2-c2ccc(O)cc2)C(=O)c2ccccc21	2	5	-1	0.9	104	7	1	-2	5	0.78
CC(/C=C/c1ccc2c(c1)OCO2)=N\NC(=O)c1ccccc1	-12	4	20	1	123	1	0.8	12	6	1.6
Oc1ccc(C(c2nnnn2C2CCCCC2)N2CCOCC2)cc1 (centres undefined)	-19	-5	12	1.1	105	-9	0.9	19	12	1
Cc1nn(C(=O)Cn2cc([N+](=O)[O-])cn2)c(C)c1Cl	6	-5	10	1.1	97	-5	0.9	-6	3	0.99
COC(=O)c1c(NC(=O)c2ccc(Br)o2)sc(C)c1C	-5	-6	20	1.1	102	5	0.8	5	5	1.1
COc1cc(NC(=O)c2ccc(C)cc2)c(OC)cc1NC(=O)CN1CCCCC1	2	-3	20	1	103	-10	0.8	-1	-4	0.62
COc1cccc(NC(=O)CN2CCC(C)CC2)c1	.	-7	10	1.1	108	9	0.9	.	8	1.3
CCN(CC)CCn1c2ccc(F)cc2c2nc(C)sc21	-8	-11	11	1.1	107	0	0.9	8	-3	1.2
Cc1nc2ccc(S(=O)(=O)N(C)CC(=O)NCc3ccc4c(c3)OCO4)cc2s1	-14	-2	7	1	98	7	0.9	14	2	1.2
COc1ccccc1NS(=O)(=O)c1cc(C(=O)NCCC(C)C)ccc1F	7	0	-9	1	96	4	1.1	-7	7	1.2
COc1cccc(C(=O)Nc2c3c(nn2-c2cccc(C)c2C)CS(=O)(=O)C3)c1OC	-2	-4	33	1	108	-4	0.7	2	-8	0.76
CN(C)/N=C/c1cn(-c2ccccc2)nc1-c1cccnc1	23	6	10	0.9	102	6	0.9	-23	1	1.4
COCCn1c(SCC(=O)N2CCCc3ccccc32)nnc1-c1ccco1	-18	-4	2	1	100	2	1	18	-8	1.1
O=C(CCC(=O)N(CC(=O)NC1CCCC1)C1CCCCC1)Nc1ccccn1	2	-6	.	1.1	95	-8	.	-1	7	1.2
Cc1ccc(S(=O)(=O)CCC(=O)Nc2nccs2)cc1	-7	-7	9	1.1	94	7	0.9	7	2	1.3
CC(=O)N(Cc1cc(=O)[nH]c2ccccc12)c1ccc(C)cc1	12	-8	9	1.1	102	0	0.9	-13	3	1.2
COc1ccc(C2OC(=O)Cc3cc(OC)c(OC)cc32)cc1 (centres undefined)	5	-6	15	1.1	90	-2	0.8	-5	3	1
(next part)
SMILES	APP 5UTR inh	FLuc inh counter	Diaphorase inh	FLuc stim CS	STAT1 act	TLR4 MyD88 comp	Diaph act CS	APP 5'UTR act	G6PDH counter	NF-kB expr up
COc1ccc(S(=O)(=O)NCCC(=O)NC2CCCCCCC2)cc1	4	0	-7	1	103	21	1.1	-4	3	1.2
O=C(CSc1ccc2nnc(-c3ccncc3)n2n1)N1CCc2ccccc21	.	-9	23	1.1	.	.	0.8	.	-46	.
Cc1nn(C)cc1CNC(=O)Nc1ccc(Cl)c(Cl)c1	.	0	-2	1	113	-5	1	.	10	2.4
Cc1ccc(C(=O)N/N=C2\SCC(=O)N2c2cc(C)ccc2C)cc1	-27	-1	-26	1	94	-1	1.3	27	9	1.2
CCOC(=O)C1(CC2CCCCO2)CCN(S(=O)(=O)c2ccccc2)CC1 (centres undefined)	2	-7	7	1.1	99	1	0.9	-2	8	0.9
CCOCCCNC(=O)C1CCN(C(=O)Nc2ccc(C)cc2)CC1	-9	0	0	1	104	11	1	9	-1	1.8
CCNC(=O)CN1C(=O)NC(CCc2ccccc2)C1=O (centres undefined)	-18	-7	15	1.1	98	10	0.8	18	11	1.1
N#Cc1nc(Cc2cccc3ccccc23)oc1N1CCOCC1	-9	-6	9	1.1	104	-7	0.9	9	3	1
COc1ccc(OCc2cccc(C(=O)Nc3ccc(CN4CCCCC4)cc3)c2)cc1	-107	22	-14	0.8	104	-18	1.1	107	-5	1
Nc1n[nH]c(N)c1N=Nc1ccccc1	-12	2	9	1	109	-10	0.9	12	1	1
CC(=O)N(CCN1CCOCC1)Cc1cc2cc3c(cc2nc1Cl)OCO3	-1	-1	15	1	89	2	0.9	1	15	1.5
O=C(CSc1nc2nc(-c3cccs3)cc(C(F)(F)F)c2c(=O)[nH]1)Nc1c(F)c(F)c(F)c(F)c1F	14	-4	22	1	91	-4	0.8	-14	-1	0.98
CCOC(=O)C1(CC2CCCCO2)CCN(Cc2ccccc2-c2ccco2)CC1 (centres undefined)	6	-7	5	1.1	104	9	0.9	-6	15	1.7
O=C(Cn1nnc(-c2ccccc2)n1)NCc1ccc2c(c1)OCO2	-6	1	-6	1	103	6	1.1	6	4	1.1
Fc1cccc(/C=N/Nc2ccccn2)c1	-113	21	-14	0.8	138*	-7	1.1	113	11	2.3
O=C(O)CC(NC(=O)C12CC3CC(CC(C3)C1)C2)c1cccc([N+](=O)[O-])c1 (centres undefined)	8	-7	-2	1.1	99	-2	1	-8	10	1.2
COc1cccc(CNC(=O)C2CCN(c3cnccn3)CC2)c1	2	-6	-8	1.1	99	11	1.1	-2	8	1.1
COC(=O)NC(NC(=S)Nc1cccc(C)c1)C(Cl)(Cl)Cl (centres undefined)	-11	-8	7	1.1	96	-8	0.9	11	4	1.1

Screening results deposited in PubChem by several laboratories.
